14-3-3 PPI: 14-3-3 gamma protein interaction modulation; FP, 14-3-3gamma / TMR-pS259-Raf peptide binding; inhibition, % at 40 µM; P61981; AID 422; hit rate 0.19% among 160,000; in the data active = inhibition above about 30%;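 note: 0% = protein plus tracer without compound and 100% = blank with tracer alone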
Target sequence (P61981 whole entry, looked up): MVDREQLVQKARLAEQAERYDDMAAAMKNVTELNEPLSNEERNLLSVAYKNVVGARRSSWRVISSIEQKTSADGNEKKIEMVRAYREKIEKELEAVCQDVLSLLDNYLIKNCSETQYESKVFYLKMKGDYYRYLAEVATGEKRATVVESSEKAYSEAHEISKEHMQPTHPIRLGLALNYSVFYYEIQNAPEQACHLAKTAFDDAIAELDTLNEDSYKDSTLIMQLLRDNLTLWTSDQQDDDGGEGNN
The depositor's hits bear a star; & = joins results of further samples. Not all compounds are listed; the hit share may differ from the screen's.

Start of the data: the first 2 compounds, to show the layout:
canonical_smiles,14-3-3 PPI
CCC(Sc1nc2cc3c(cc2c(=O)n1Cc1ccco1)OCO3)C(=O)Nc1cccc(OC)c1 (centres undefined),-9
CN(Cc1ccccc1)c1ncnc2c1cnn2-c1ccccc1,-8&3

The list itself (from the top)
canonical_smiles,14-3-3 PPI
CCC(Sc1nc2cc3c(cc2c(=O)n1Cc1ccco1)OCO3)C(=O)Nc1cccc(OC)c1 (centres undefined),-9
CN(Cc1ccccc1)c1ncnc2c1cnn2-c1ccccc1,-8&3
O=C(Nc1ccc(Cl)cc1)c1cc(S(=O)(=O)N2CCc3ccccc32)ccc1F,-16
NC(=O)c1sc2nsc(SCc3ccccc3Cl)c2c1N,2
CC(C)(C)C1CCc2c(sc(NC(=O)c3cccs3)c2C(=O)N2CCCCCC2)C1 (centres undefined),-4
O=C(CN1CCN(C2CCCCC2)CC1)Nc1ccccc1-c1ccccc1,-6
CC(=O)c1ccc(NC(=O)CCn2c(=O)oc3ccccc32)cc1,-9
Cc1cccc(CC(=O)Nc2c3c(nn2C(C)(C)C)CS(=O)C3)c1 (centres undefined),3
OC(COc1c(F)cc(Br)cc1F)CN1CCN(c2ccc(F)cc2)CC1 (centres undefined),1
C=CCn1cc(C(=O)NCCOC)c(=O)c2cc(S(=O)(=O)N(CC)CC)ccc21,4
CC(C)(Oc1ccc(Cl)cc1)c1nc(-c2ccncc2)no1,-1
O=C(O)c1ccc(-n2nnnc2SCc2cccc(Br)c2)cc1,1
COC(=O)CCc1c(C)[nH]c(C(=O)OCc2ccccc2)c1C,16
COc1ccc(O)c(C(=O)c2cc(C#N)c(=O)n(-c3c(C)n(C)n(-c4ccccc4)c3=O)c2)c1,1
Cc1cc(OCC(=O)Nc2ccc(C(C)C)cc2)ccc1Cl,-7
Cc1ccc(C)c(N2CCN(c3ccc(N4C(=O)COCC4=O)cc3[N+](=O)[O-])CC2)c1,0
O=C(CN1CCOc2ccccc21)NCc1ccc(Cl)cc1,-6
c1csc(-c2cnc3ccccc3n2)c1,-8
Cc1cc(C(F)F)nc2sc(C(=O)Nc3ccc4c(c3)OCO4)c(N)c12,-197
O=C(c1ccccc1F)N1CCN(c2ccc(F)cc2)CC1,-4
Nc1nc(CSCCOC(=O)c2cccc(Cl)c2)nc(Nc2ccccc2)n1,-3
COc1ccc(NC(=O)CN2C(=O)C(=O)c3ccccc32)cc1,-8
CC1(C)NC(=O)N(CCOCCOc2cccc(Oc3ccccc3)c2)C1=O,6
CCN1C(=O)CC(N2CCC(C(=O)OC)CC2)C1=O (centres undefined),2
Cc1c(Cl)cccc1C1OC2(C(=O)c3ccccc3C2=O)C2C(=O)N(c3ccc(Cl)cc3)C(=O)C12 (centres undefined),-56
CNc1cccccc1=S,9
CCc1ccc2oc(-c3ccccc3)cc(=Nc3ccc(O)cc3)c2c1,0
Clc1ccc(OCCSc2nnnn2C2CCCCC2)cc1,4
COc1ccc(N2CCN(C(=O)c3ccc4c(=O)n(Cc5ccc6c(c5)OCO6)c(=S)[nH]c4c3)CC2)cc1,5
Cn1c(=O)c2c(ncn2CC(=O)N2CCCCCC2)n(C)c1=O,8
CC(=NCc1ccco1)C1=C(O)c2ccccc2C1=O,-12
COc1ccccc1NC(=NS(=O)(=O)c1ccc(C)cc1)c1ccccc1,6
COCCOC(=O)C1=C(C)NC2=C(C(=O)CC(c3ccccc3OC)C2)C1c1ccccc1F (centres undefined),2
Cc1cc(C)c(NC(=O)c2sc3nc4c(c(-c5ccco5)c3c2N)CCC4)c(C)c1,-88
CCC(=O)N1N=C(c2ccccc2)CC1c1cc2cc3c(cc2nc1Cl)OCCO3 (centres undefined),-11
Cc1ncc(CO)c2cc(C(=O)Nc3ccccc3)c(=Nc3ccc4c(c3)OCO4)oc12,-23
COc1ccc(C#N)c(S(=O)Cc2ccccc2)c1 (centres undefined),2
Clc1ccc2[nH]c3c(c2c1)CCc1cn[nH]c1-3,-3
COc1cccc(C(=O)Nc2c3c(nn2-c2ccc(F)cc2)CSC3)c1,-3
Cc1nc2ccc3nc(NC(=O)c4cc([N+](=O)[O-])ccc4Cl)sc3c2s1,-20
C#CCOc1ccc(-c2nnc(Nc3ccc(NC(C)=O)cc3)c3ccccc23)cc1,1
CSc1nnc2c(n1)OC(c1ccc(Br)cc1)N(C(C)=O)c1ccccc1-2 (centres undefined),6
C=CCOc1ccc(C2C3=C(CCCC3=O)NC3=C2C(=O)CCC3)cc1,-8
O=C(CCNS(=O)(=O)c1ccc(Br)s1)NC1CCCCC1,-12
CCOc1ccc(-n2nc(C(=O)NCCN3CCOCC3)c3ccccc3c2=O)cc1,-3
CCOc1ccc(-n2nc(C(=O)Nc3ccc4c(c3)OCO4)c3ccccc3c2=O)cc1,-4
Nc1nonc1C(=O)NCCN=Cc1ccccc1O,5
O=c1oc2cc(O)ccc2cc1-c1csc(-c2ccc([N+](=O)[O-])cc2)n1,-71
CCOC(=O)C1CCN(C(=O)c2ccc3snnc3c2)CC1,-10&-3
Cc1cc(C)cc(NC(=O)c2ccc([N+](=O)[O-])cc2)c1,-7
COc1cc2c(cc1OC)C(C(=O)NCc1cccs1)C1c3ccccc3CCN1C2=O (centres undefined),-4
Cc1cc(Nc2nc3c(c(=O)n(C)c(=O)n3C)n2C)n(-c2ccccc2)n1,-1
COc1ccc(CCNC(=O)c2cc(Sc3nnc(C)s3)nc3ccccc23)cc1OC,3
Cn1c(=O)c2c(nc(NCc3ccccc3)n2Cc2ccc(Cl)cc2)n(C)c1=O,6
O=C(CN1CCOCC1)Nc1ccc(C2CCCCC2)cc1,-4
CCN(CC)S(=O)(=O)c1ccc2oc(C(=O)N3CCOCC3)c(C)c2c1,-2&-1
COc1ccc(S(=O)(=O)N2CCC(C(=O)NCc3ccco3)CC2)cc1,-6
c1ccc(-c2n[nH]c3c2CCC3)cc1,-8
Brc1ccc(-c2nnc3sc(CN4CCc5ccccc5C4)cn23)cc1,-9&-7
CCN(Cc1ccccc1)S(=O)(=O)c1ccc(C(=O)N=c2sc3ccccc3n2C)cc1,0

An excerpt from above in order of molar mass, low to high.
canonical_smiles,14-3-3 PPI
c1ccc(-c2n[nH]c3c2CCC3)cc1,-8
Cc1cc(C)cc(NC(=O)c2ccc([N+](=O)[O-])cc2)c1,-7
Nc1nonc1C(=O)NCCN=Cc1ccccc1O,5
C=CCOc1ccc(C2C3=C(CCCC3=O)NC3=C2C(=O)CCC3)cc1,-8
O=c1oc2cc(O)ccc2cc1-c1csc(-c2ccc([N+](=O)[O-])cc2)n1,-71
COc1ccc(S(=O)(=O)N2CCC(C(=O)NCc3ccco3)CC2)cc1,-6
CCN(CC)S(=O)(=O)c1ccc2oc(C(=O)N3CCOCC3)c(C)c2c1,-2&-1
O=C(CCNS(=O)(=O)c1ccc(Br)s1)NC1CCCCC1,-12
Cn1c(=O)c2c(nc(NCc3ccccc3)n2Cc2ccc(Cl)cc2)n(C)c1=O,6
CCOc1ccc(-n2nc(C(=O)NCCN3CCOCC3)c3ccccc3c2=O)cc1,-3
Brc1ccc(-c2nnc3sc(CN4CCc5ccccc5C4)cn23)cc1,-9&-7
CCOc1ccc(-n2nc(C(=O)Nc3ccc4c(c3)OCO4)c3ccccc3c2=O)cc1,-4
CSc1nnc2c(n1)OC(c1ccc(Br)cc1)N(C(C)=O)c1ccccc1-2 (centres undefined),6
COc1cc2c(cc1OC)C(C(=O)NCc1cccs1)C1c3ccccc3CCN1C2=O (centres undefined),-4
CCN(Cc1ccccc1)S(=O)(=O)c1ccc(C(=O)N=c2sc3ccccc3n2C)cc1,0
COc1ccc(CCNC(=O)c2cc(Sc3nnc(C)s3)nc3ccccc23)cc1OC,3

Carrying on.
canonical_smiles,14-3-3 PPI
CCC(=O)Nc1nc2ccc(OC)cc2s1,9
Cc1cc(C)c2c(n1)nn1c(N3CCN(c4ccccn4)CC3)cc(C)nc21,3
COc1ccccc1-n1c(C=Cc2c(C)[nH]c3ccccc23)nc2ccccc2c1=O,-1
CCSc1nnc2c(n1)OC(C)Nc1ccccc1-2 (centres undefined),5
CCCCOc1ccc(C2C(=O)N(C3CCCCC3)CC(=O)N2C2CCCC2)cc1 (centres undefined),3
COc1cccc(C(=O)Nc2ccc(-c3nc4ccccc4[nH]3)cc2)c1,6
C=CCOc1ccc(C(=O)N(Cc2ccc(N(C)C)cc2)C2CCS(=O)(=O)C2)cc1 (centres undefined),-8&0
Cc1ccc(S(=O)(=O)NCc2cc(-c3nn(C)c(=O)c4ccccc34)ccc2C)cc1,-3
CCC(=O)N1CCc2cc(Br)cc(S(=O)(=O)N3CCC(C(=O)Nc4cccc(C)c4C)CC3)c21,-13
CCCCn1c(CCCNC(C)=O)nc2ccccc21,0
CCCOC(=O)C1=C(C)NC2=C(C(=O)CC(c3ccc(Cl)cc3)C2)C1c1cc(Br)c(O)c(OCC)c1 (centres undefined),-1
Cc1nc(N2CCN(Cc3ccccc3)CC2)nc2c1C(=O)CCC2,-7
C=CCc1ccc(Oc2ncnc3sc(C)c(C)c23)c(OC)c1,1
Cc1ccc(OCCN2C(=O)CSC2=O)cc1,2&-7
COc1ccccc1NC(=O)CN1CCN(CC(=O)Nc2ccc(C)c(F)c2)CC1,-8
COc1ccc(C2N(C(C)=NS(=O)(=O)c3ccc(C)cc3)CCCN2S(=O)(=O)c2ccc(C)cc2)cc1 (centres undefined),-2
Cc1cc(C)c(S(=O)(=O)NCc2cn3c(C)csc3n2)c(C)c1,3
O=C(c1nn2c(C(F)(F)F)cc(-c3ccc(Br)cc3)nc2c1Br)N1CCOCC1,2
CCOC(=O)c1cc(-c2ccccc2)sc1NC(=O)C(C)N1C(=O)c2ccccc2C1=O (centres undefined),-18
COc1cccc(Nc2sc(C(=O)c3ccc(F)cc3)c(N)c2C(=O)NCc2ccc(C)cc2)c1,-35
NC(=O)c1ccccc1NS(=O)(=O)Cc1ccccc1,-3
CS(=O)(=O)Nc1ccccc1C(=O)N1CCOCC1,-8
O=C(COC(=O)C12CC3CC(CC(O)(C3)C1)C2)NC(=O)NCc1ccco1,-2
CCc1c(C)nc2[nH]nc(-c3ccccc3)n2c1=O,-6
COc1cc(C2SCC(=O)N2Cc2ccccc2)ccc1O (centres undefined),-10
Cc1ccc(C)c(N2CCN(C(=O)CCN3C(=O)COc4ccccc43)CC2)c1,-3
COc1ccc(NC(=O)C(c2ccccc2Cl)N2CCCC2)cc1 (centres undefined),8
CN(C)CCCN1C(=O)C(=O)/C(=C(/O)c2ccc3c(c2)OCCO3)C1c1ccco1 (centres undefined),0
CC(C(=O)NCc1ccccc1)N1C(=O)CN(C)C(=O)c2ccccc21 (centres undefined),3
COc1ccc(C2NCC3(C)CN2CC(C)C3O)cc1OC (centres undefined),1
O=C(COC(=O)c1ccc(N2C(=O)C3CC=CCC3C2=O)cc1)c1ccc(Cl)c([N+](=O)[O-])c1 (centres undefined),-2
Cn1ccnc1SCC(=O)Nc1cccc2ccccc12,-4&-5
Cn1c(=O)c(-c2ccccc2[N+](=O)[O-])c(Cl)c2ccccc21,-8
O=C(C1CCC(=O)N1Cc1ccccc1Cl)N1CCN(c2cccc(Cl)c2)CC1 (centres undefined),-5
CC(=O)N1CCN(C(=S)c2ccc(-c3ccccc3Cl)o2)CC1,-27
Cc1cccc(OCC(=O)NCc2cccnc2)c1,-12
O=C(NC1CCCC1)C1C2C=CC3(CN(Cc4cccs4)C(=O)C13)O2 (centres undefined),1&-12
O=C(CCS(=O)(=O)c1cccs1)NCCC1=CCCCC1,1
O=C(CSc1ncccc1-c1nc2ccccc2[nH]1)NC1CC1,-22
Cc1cc(Cl)ccc1-n1c(CCC(=O)O)ccc1-c1cccs1,-19
COC(=O)c1ccc(N2CCCC2)c(NS(=O)(=O)c2ccc(C)cc2)c1,9
Cc1ccc(C2=[N+]([O-])C3(CCCCC/C3=N\O)N(O)C2(C)C)o1 (centres undefined),2
O=C(O)CSc1nc2ccccc2c(=O)n1Cc1ccco1,-10
O=[N+]([O-])c1ccc(S(=O)(=O)NC2CCCCCC2)cc1,-13
CCOc1ccc2cc(C(=O)NC(C)=O)c(=Nc3ccccc3)oc2c1,-3
O=S(=O)(c1ccc2ccccc2c1)N1CCSC1c1ccccc1 (centres undefined),-3
Cc1[nH]nc2c1C(=O)CCC2,0
O=C1c2ccc(Oc3cccc([N+](=O)[O-])c3)cc2C(=O)N1c1ccc(Br)cc1,-106
Cc1ccc(-c2nnc(N3CCOCC3)c3ccccc23)cc1S(=O)(=O)NC(C)(C)CO,1
COC(=O)C1=C(C(=O)OC)C2(OC1c1ccccc1C)C(=O)c1ccccc1C2=O (centres undefined),-5
Cc1sc2ncn(CC(=O)NCC(=O)N3CCN(c4ccccc4F)CC3)c(=O)c2c1C,-2
O=C(NCCc1cccc2ccccc12)C1CCCN1S(=O)(=O)c1ccccc1 (centres undefined),-4
Cc1cc(OCC(=O)Nc2ncn[nH]2)ccc1Cl,-31
Nc1nc(-c2ccccc2Br)cs1,0
CCN1CCN(C(=O)Cn2c(=O)sc3ccccc32)CC1,-2
COc1ccc(S(=O)(=O)N2CCCC2C(=O)NC2=NCCS2)cc1 (centres undefined),-15
COCCNC(=O)c1nn(-c2ccc(OC)cc2OC)c(=O)c2ccccc12,-15
O=C(Cn1cnc2scc(-c3ccccc3)c2c1=O)c1ccc(Br)cc1,0
CCN(C(=O)c1sc2nc(C)nc(N3CCCCC3)c2c1C)c1ccccc1,0
c1csc(-c2nc3ccccc3[nH]2)c1,-7

(list continues)
canonical_smiles,14-3-3 PPI
O=C(CN1CCN(Cc2ccc3c(c2)OCO3)CC1)Nc1ccc2c(c1)OCCO2,0
COCCn1c(=O)c2ccccc2c2ccccc2c1=O,-5
CSc1nnc(-c2cnccn2)n1C,3
CCCNC(=O)c1nn2c(C(F)(F)F)cc(-c3ccc(Br)cc3)nc2c1Cl,-3
CC(C)(C)n1nc2c(c1NC(=O)c1cccc(F)c1)CSC2,-4

Screening results: PubChem, Emory University Molecular Libraries Screening Center
